KOR beta-arrestin-1: KOR agonists, beta-arrestin recruitment, primary screen, cell-based, luminescence, uHTS (AID 1777) | hit rate 0.02% among 280,000 | KOR beta-arrestin recruitment, luminescence; higher % means a stronger effect | activation, % at 10 µM; hits with a dose series show EC50 in µM; in the data active = activation above about 50%, passing the limit was not always enough; note: a part of the inactive calls stands beside numbers as strong as those of hits
Rac1 GTP hydrolysis: MgcRacGAP GTPase-activating activity inhibitors, confirmation, biochemical, ADP Hunter fluorescence. inhibition, % at 30 µM, or IC50 in µM where a hit was titrated. MgcRacGAP-stimulated Rac1 GTP hydrolysis, ADP Hunter fluorescence; higher % means a stronger effect; GST-tagged Rac1 F28L mutant substrate. hit rate 0.6% among 340,000. AID 624330;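 active = first-screen hits whose inhibition reached a set limit at any dose in the follow-up dose series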;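 note: fluorescence reports GDP produced by GAP-driven GTP hydrolysis; strong numbers were not always called active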
NOD1 inhibition: NOD1 signaling inhibitors, primary screen, cell-based, luminescence, uHTS (AID 1578) | NOD1-driven NF-kB luciferase reporter cells, luminescence; higher % means a stronger effect | hit rate 1% among 290,000 | inhibition, % at 4 µM; hits with a dose series show EC50 in µM; in the data active = inhibition mostly above about 36%, no sharp cut-off; inactive = mostly below about 34%;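 note: HEK-293T reporter cells stimulated with the NOD1 agonist gamma-tri-DAP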
GPR55 beta-arrestin: GPR55 agonists via beta-arrestin recruitment, primary screen, imaging, U2OS cells, beta-arrestin-GFP redistribution (AID 1961) | U2OS GPR55 beta-arrestin-GFP redistribution imaging; higher % means a stronger effect | activation, % at 10 µM; hits with a dose series show EC50 in µM | hit rate 0.048% among 290,000;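 active = activation above 40% with more than 50 cells counted in the well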;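 note: U2OS osteosarcoma cells stably expressing GPR55 and beta-arrestin-GFP; plate controls were DMSO negative control for no effect and LPI positive control for full effect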
GPR35 antagonists: inhibition of zaprinast-stimulated GPR35 beta-arrestin translocation – imaging, U2OS, beta-arrestin-GFP, zaprinast agonist, primary screen (AID 2058). U2OS GPR35 beta-arrestin-GFP translocation imaging, zaprinast antagonism; higher % means a stronger effect. one-dose inhibition, % at 10 µM; IC50 in µM for titrated hits. hit rate 0.052% among 290,000;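 active = inhibition of at least 50% with at least 30 cells and total cytoplasm GFP at most 10,000,000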
UTI89 phage lysis: inhibition of K1F phage lysis, E. coli UTI89, bacterial capsule biogenesis inhibitors, alamar blue (AID 488966). E. coli UTI89 K1F phage lysis, alamar blue, 2 h; higher % means a stronger effect. one-dose inhibition, % at 100 µM; IC50 in µM for titrated hits. hit rate 0.02% among 340,000;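 active = phage lysis inhibition, versus mean bacterial control, above a set limit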;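 note: capsule biogenesis inhibitors block K1F phage lysis so surviving cells raise fluorescence; higher fluorescence means more inhibition of phage lysis; actives were called in the ten point dose series up to 300 µM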
GPR55 antagonists: inhibition of LPI-stimulated GPR55 beta-arrestin translocation – imaging, U2OS, beta-arrestin-GFP, LPI agonist, primary screen (AID 2013); U2OS GPR55 beta-arrestin-GFP translocation imaging, LPI antagonism; higher % means a stronger effect; inhibition, % at 10 µM; hits with a dose series show IC50 in µM; hit rate 0.13% among 290,000;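 active = spots per cell inhibited over 60%, with over 100 cells counted and total cytoplasm intensity under 500,000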;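 note: U2OS cells stably carrying GPR55 and arrestin-GFP stimulated by 5 µM LPI near EC80; imaged beta-arrestin-GFP aggregate spots per cell after agonist stimulation; plate controls were LPI-stimulated DMSO wells for no effect and DMSO wells without LPI for full effect; some results filed as inactive read as strong as hits; confirmed hits need IC50 under 10 µM and bright autofluorescent wells are also inconclusive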
NTR1 agonist: agonists of NTR1, primary screen, imaging, U2OS cells, beta-arrestin-GFP, high content (AID 493036) | P30989 | NTR1-U2OS beta-arrestin-GFP spot imaging, agonist mode | activation, % at 20 µM | hit rate 0.17% among 330,000;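 active = activation at or above 40% of the spot to cytoplasm intensity ratio, with at least 20 cells analyzed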;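 note: 0% = DMSO without peptide and 100% = 100 nM NTR1 peptide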
Target sequence (P30989 whole entry, looked up): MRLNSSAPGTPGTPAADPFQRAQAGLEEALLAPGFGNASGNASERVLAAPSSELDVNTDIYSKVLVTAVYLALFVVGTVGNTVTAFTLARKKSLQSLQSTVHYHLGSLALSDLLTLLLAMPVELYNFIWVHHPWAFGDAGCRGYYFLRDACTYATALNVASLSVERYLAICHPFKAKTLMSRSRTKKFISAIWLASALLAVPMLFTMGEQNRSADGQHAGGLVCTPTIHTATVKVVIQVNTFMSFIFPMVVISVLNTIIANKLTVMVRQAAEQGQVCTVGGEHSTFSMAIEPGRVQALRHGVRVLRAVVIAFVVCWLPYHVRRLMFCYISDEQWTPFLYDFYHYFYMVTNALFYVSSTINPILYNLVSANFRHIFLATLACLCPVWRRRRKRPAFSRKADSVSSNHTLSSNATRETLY
KOR beta-arrestin-2: KOR antagonists, beta-arrestin recruitment, cell-based, luminescence, uHTS (AID 1778); KOR beta-arrestin recruitment, luminescence, antagonist mode; higher % means a stronger effect; one-dose inhibition, % at 10 µM; IC50 in µM for titrated hits; hit rate 0.091% among 290,000; in the data active = inhibition above about 50%; note: strong numbers were not always called active
NTR1 agonist cell count 20 µM: further read-out of NTR1 agonist, marked with its call; cell count; measured here: cell count, cytotoxicity flag
Numbers without * were called inactive; i = inactive; · = not tested or not shown; [ ] = remark or other dose.

SMILES | KOR beta-arrestin-1 | Rac1 GTP hydrolysis | NOD1 inhibition | GPR55 beta-arrestin | GPR35 antagonists | UTI89 phage lysis | GPR55 antagonists | NTR1 agonist | NTR1 agonist cell count 20 µM | KOR beta-arrestin-2
O=C(CSc1nnnn1-c1ccc(F)cc1)NC1CCCCC1 | -1.5% | 10% | -5% | 0.0% | 2% | 0.1% | 2% | 0.6 | 93 | 39%
Cc1cccc(NC(=O)C2CC(O)CN2C(=O)OCc2ccccc2)c1 (stereo not drawn) | 1.8% | 11% | -11% | -0.2% | 8% | 2.8% | 28% | -0.1 | 42 | -14%
CCCCNC(=O)CCn1c(=O)c2ccccc2n(Cc2cc(C)ccc2C)c1=O | 4.2% | -2% | -33% | -0.6% | -9% | 0.2% | 12% | -0.4 | 74 | 2%
Cc1cc(NC(=O)Nc2cc(Cl)sc2Cl)no1 | -0.3% | 11% | -1% | -0.1% | 2% | 0.0% | 4% | 4.2 | 45 | 2%
CNC(=S)Nc1cccc(Cl)c1C | -5.2% | 7% | -20% | -0.1% | -9% | -1.1% | -3% | -0.4 | 53 | -31%[20 µM]
O=C(CCCc1cccs1)NCCc1c[nH]c2ccccc12 | 4.6% | 13% | -11% | -0.3% | -13% | 0.0% | -4% | 0.3 | 41 | -3%
O=C(Nc1nnc(C2CC2)s1)c1cc(-c2ccccc2)nn1-c1ccccc1 | -2.4% | 10% | 48% | -0.1% | -8% | 0.9% | 0% | 7.0 | 38 | 2%
COc1ccc(C(=O)CSc2nnc(CNc3ccc(C)cc3C)o2)cc1 | 29% | 7% | -27% | -0.1% | 1% | 0.2% | 8% | 2.3 | 79 | 29%
CC(C)OC(=O)C(NC(=O)c1ccccc1)=C1CCCCC1 | -2.4% | 9% | -25% | -0.1% | 5% | 0.2% | 0% | -0.7 | 81 | 20%
O=S(=O)(c1cnc(Cl)c(Br)c1)N1CCCCCC1 | -1.7% | 7% | -33% | -0.2% | 7% | 1.4%[50 µM] | 8% | 12 | 48 | 13%
COc1cc(/C=C2/SC(=O)NC2=O)ccc1Oc1ccc([N+](=O)[O-])cc1[N+](=O)[O-] | 3.5% | 12% | 4% | -0.1% | -2% | 0.3% | 0% | 5.0 | 51 | 40%
CCOC(=O)C1=C(C)N=c2s/c(=C/c3ccc(OCC(=O)O)cc3)c(=O)n2C1c1cc(OC)c(OC)c(OC)c1 (stereo not drawn) | -1.7% | 19% | -42% | -0.1% | -1% | -0.5% | -10% | -0.2 | 58 | -2%[20 µM]
COc1ccc(N(CC(=O)N2CCOCC2)S(C)(=O)=O)cc1OC | -3.1% | 16% | -22% | -0.1% | 3% | 0.7% | 5% | -0.4 | 65 | -19%
CCN(CC(=O)N1CCC(C(N)=O)CC1)S(=O)(=O)c1ccc(Cl)cc1 | -3.2% | -1% | 15% | 0.3% | 1% | 0.1%[50 µM] | 6% | -0.5 | 67 | 10%
Cc1cc(-c2nnc(SCC(=O)Nc3ccccc3C)n2N)n[nH]1 | -0.2% | 10% | -36% | -0.1% | -14% | -0.2% | -5% | 0.4 | 77 | 19%
O=C1C[C@H]2[C@H](CO)[C@@H](OC(=O)c3ccc(-c4ccccc4)cc3)C[C@H]2O1 | 4.3% | · | -4% | -0.2% | 2% | · | 12% | 1.2 | 39 | -2%
CCOC(=O)CCC(=O)Nc1ccc(S(=O)(=O)N2CCCC2)cc1 | -3.7% | -4% | -16% | -0.2% | 0% | 0.0%[50 µM] | 15% | 2.5 | 53 | 14%
CN(C)c1cccc(C(=O)Nc2cc(C(F)(F)F)ccc2-n2cnc3ccccc32)c1 | -3.3% | 7% | -14% | 0.3% | 18% | 2.5% | 19% | 5.1 | 74 | 12%
CCCCSc1nnc(-c2ccc(C)cc2)o1 | -2.8% | 1% | -49% | -0.1% | 2% | 5.2% | 6% | 2.9 | 48 | 28%
COC(=O)Cn1cnc2c(C#N)c3n(c2c1=O)CCCCC3 | 0.9% | 2% | -19% | -0.1% | -13% | 5.5% | 4% | -0.8 | 59 | -17%
CC1C(=O)C(C)C(c2cccc(Br)c2)NC1c1cccc(Br)c1 (stereo not drawn) | -1.7% | 5% | -3% | -0.1% | 12% | -0.1% | 7% | 4.3 | 75 | 16%
Cc1ccc(C)c2[nH]c(=O)c(CCNC(=O)c3ccc4c(c3)OCO4)cc12 | -1.5% | 3% | -36% | 0.2% | 10% | 0.0% | -4% | -0.7 | 40 | 14%
COc1ccc(CNCc2ccc(OC)c3ccccc23)cc1 | -3.3% | 23% | -9% | -0.1% | 5% | 0.0% | 0% | 1.0 | 91 | -2%
N/C(=N\NC(=O)c1ccccc1Cl)c1cc2ccccc2oc1=O | 2.6% | -2% | -31% | -1.0% | 10% | -0.3% | -5% | 0.1 | 80 | 0%
CCOC(=O)c1c(NC(=O)CN2CCN(C(=O)c3ccco3)CC2)sc(C(N)=O)c1C | -2.2% | 4% | -30% | -0.2% | -9% | -0.3% | 10% | -0.2 | 45 | 2%

Retrieved by structure from above:
SMILES | KOR beta-arrestin-1 | Rac1 GTP hydrolysis | NOD1 inhibition | GPR55 beta-arrestin | GPR35 antagonists | UTI89 phage lysis | GPR55 antagonists | NTR1 agonist | NTR1 agonist cell count 20 µM | KOR beta-arrestin-2
COc1ccc(N(CC(=O)N2CCOCC2)S(C)(=O)=O)cc1OC | -3.1% | 16% | -22% | -0.1% | 3% | 0.7% | 5% | -0.4 | 65 | -19%
CCOC(=O)c1c(NC(=O)CN2CCN(C(=O)c3ccco3)CC2)sc(C(N)=O)c1C | -2.2% | 4% | -30% | -0.2% | -9% | -0.3% | 10% | -0.2 | 45 | 2%

Following part:
SMILES | KOR beta-arrestin-1 | Rac1 GTP hydrolysis | NOD1 inhibition | GPR55 beta-arrestin | GPR35 antagonists | UTI89 phage lysis | GPR55 antagonists | NTR1 agonist | NTR1 agonist cell count 20 µM | KOR beta-arrestin-2
Cc1ccc(-c2cnn3c(N4CCOCC4)cc(C)nc23)cc1 | 4.2% | 9% | 2% | -0.2% | -1% | 0.9%[50 µM] | 6% | 3.7 | 81 | 15%
CC(=O)Nc1cccc(NC(=O)COC(=O)C2CC3CCCC(C2)C3=O)c1 (stereo not drawn) | 2.0% | 2% | 6% | -0.2% | -2% | -0.1% | 5% | 1.4 | 47 | -10%
CCCn1cnc2cc(NCc3cccs3)ccc21 | 0.0% | 27% | -2% | -0.2% | 6% | 2.7%[50 µM] | 6% | 0.8 | 64 | 26%
OC(CNCc1ccc(F)cc1)(c1ccccc1)c1ccc(F)cc1 (stereo not drawn) | 0.8% | 4% | 3% | -0.3% | -5% | 0.4% | 36% | 2.3 | 88 | 6%
CC(/C=N/NC(=O)c1cccs1)=C\c1ccco1 | -1.3% | 5% | -42% | -0.2% | -2% | -2.5% | 0% | 1.1 | 41 | 10%
Cc1c(OCc2ccccc2)c(=O)ccn1Cc1ccc(F)cc1 | 0.9% | 4% | -34% | -1.1% | -6% | 0.4% | 4% | 7.2 | 45 | -10%
Cn1c(Nc2ccccc2)cc(=O)n(C)c1=O | 1.4% | 9% | 13% | -0.1% | 12% | 0.1% | 0% | 0.1 | 71 | -42%
CC(=O)Nc1ccccc1Oc1ccccc1 | 1.2% | -3% | -7% | -0.1% | -12% | 0.5% | -4% | -1.0 | 54 | 29%
OC(COc1ccccc1)CN1CCN(CC(O)COc2ccccc2)CC1 (stereo not drawn) | 1.4% | 3% | -17% | 1.9% | -4% | 0.2% | 0% | -1.2 | 38 | -42%
CC(c1ccccc1)n1cnc2ccccc21 (stereo not drawn) | -0.3% | 1% | 10% | 0.3% | 15% | 0.5% | 2% | 0.3 | 89 | -51%
COc1ccc(CN(C(=O)Cn2nnc3ccccc32)C(C(=O)NC(C)(C)C)c2ccco2)cc1 (stereo not drawn) | 0.9% | 12% | 2% | -0.1% | -8% | 2.9% | 4% | 6.1 | 56 | 11%
COC(=O)c1c(C)oc(C)c1S(=O)(=O)NCc1ccc(Cl)cc1 | 0.9% | 16% | 0% | 0.3% | 0% | 1.2% | 4% | 0.5 | 59 | 11%
COc1ccccc1/C=C/C=N/NC(=O)c1cnccn1 | 1.2% | -1% | -45% | 0.4% | 10% | -0.5% | -10% | -1.3 | 49 | -23%
Cc1ccc(Sc2ncccc2COC(=O)NC(C)C)cc1 | 1.3% | 4% | -50% | -0.3% | -22% | i | 2% | 0.1 | 65 | -30%
Nc1nc(SCC(=O)O)[nH]c(=O)c1NC(=O)c1ccco1 | 7.6% | 6% | -32% | -0.2% | -8% | 0.1% | 12% | 1.3 | 50 | -12%
CCOC(=O)C1=C(N)OC2=C(C(=O)CCC2)C1c1ccccc1OC (stereo not drawn) | · | 12% | -29% | -0.1% | 8% | -0.2% | 2% | -2.4 | 78 | 21%[20 µM]
CCC1(CC)N([O-])C(C)=C(c2ccccc2)[N+]1=O | 0.7% | 9% | · | 0.8% | 18% | 0.3% | 0% | 0.8 | 53 | -11%
COc1ccc2c(=O)c3c(=O)n(Cc4ccco4)c(-c4ccco4)nc3oc2c1 | 0.9% | 24% | 10% | 0.0% | -19% | -7.0% | 10% | 3.3 | 58 | 10%
CN1C(=S)SC(N(O)C(=O)NC2CCCCC2)C1(C)C (stereo not drawn) | -1.1% | 6% | -30% | -0.3% | 22% | 0.6% | 8% | -1.2 | 105 | -34%
COc1cccc(Nc2nc3ccccc3nc2NS(=O)(=O)c2ccc(NC(C)=O)cc2)c1 | 0.0% | 7% | -18% | 0.8% | -2% | -0.2% | -16% | -0.2 | 62 | -8%
CC(=O)N1C(C(=O)O)Cc2c([nH]c3ccccc23)C1(C)C (stereo not drawn) | 3.5% | -2% | -20% | -0.2% | 12% | 0.1% | 0% | -0.5 | 66 | -2%
O=C(CCCc1ccccc1)NCCc1ccccc1 | -2.1% | 17% | -54% | -0.1% | 0% | 0.8% | 4% | 0.6 | 55 | 2%
C[C@H](NC(=O)c1nc[nH]c1C(=O)N[C@@H](CCCCNC(=O)OC(C)(C)C)C(=O)OC(C)(C)C)c1ccccc1 | 1.0% | 8% | -10% | -0.1% | -5% | 2.0% | -10% | 39 | 82 | -14%
COc1cccc(NC(=O)C2CCN(S(=O)(=O)c3ccc4c(c3)C(C)(C)C(=O)N4C)CC2)c1 | · | 1% | -5% | -0.1% | -10% | 0.4% | 8% | -1.5 | 56 | -22%[20 µM]
CC1CCc2c(C(=O)Nc3nccs3)csc2C1 (stereo not drawn) | 7.0% | 8% | -80% | 0.2% | 5% | -0.1% | 5% | 5.3 | 61 | -16%
CN(C(=O)CCN1C(=O)S/C(=C\c2ccccc2)C1=O)C1CCS(=O)(=O)C1 (stereo not drawn) | 2.1% | 9% | -7% | -0.2% | 41% | 0.5% | -16% | -0.2 | 37 | -5%

Source: PubChem

These rows are one share of the data; count on the stated rates, not on these rows.
